Source: PubChem BioAssay
GLP-1R agonist – qHTS of GLP-1 Receptor Agonists; Potency, µM (doses to about 45.6 µM), inactives show at the highest dose activation, hits mostly activators; AID 624172, 2012; HEK293 GLP-1R CRE-luciferase, luminescence, 4-6 h; cells express a hypersensitive GLP-1R form; Glucagon-like peptide 1 receptor (Homo sapiens), P43220; 380,000 compounds, 0.007% hits; also: potency is read from the fitted curve at half-maximal effect; % of control where 0% means no effect
FUS suppressor – qHTS for Suppressors of FUS Proteinopathy: Primary screen using FUS-linked yeast assay; S. cerevisiae FUS-expressing, growth rescue, OD600, 24 h; Potency, µM (titrated, usually from 76.6 µM), for inactives: at the top dose growth rescue (activation), usual class: activators; 390,000 compounds, 0.24% hits;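 also: potency is read from the fitted curve at half-maximal effect; plate controls were DMSO vehicle for no effect and reference control for full effect; nearly all actives have a fitted effect of over 55% in size; some results filed as inactive show a strong effect at the top dose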
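Steps: raffinose overnight preculture; dilution to OD 0.005 in 2% galactose minimal medium; compound addition (concentration series); 24hr at 30C, 99% humidity; absorbance read at 600 nm.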
GLP-1R inv ag – qHTS of GLP-1 Receptor Inverse Agonists (Inhibition Mode). Glucagon-like peptide 1 receptor (Homo sapiens), P43220. HEK293 GLP-1R CRE-luciferase, luminescence, 24 h; GLP-1R form is constitutively active. Potency, µM (titrated, usually from 38.3 µM), for inactives: top-dose activity change, negative = inhibition, actives largely listed as inhibitors. 410,000 compounds, 1.6% hits; also: potency is read from the fitted curve at half-maximal effect; % is scaled to controls: 0 for no effect and ±100 for the full control effect; nearly all actives have a fitted effect of over 55% in size
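Stable HEK293 clone (constitutively active GLP-1R + cAMP-response luciferase); 200 cells/uL plated, 12 h pre-culture, compound 24 hr, 37 deg C/5% CO2; detection reagent 12 min RT; luminescence.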
DRD3 antagonist – qHTS of D3 Dopamine Receptor Antagonist: qHTS; D(3) dopamine receptor (Homo sapiens), P35462; max response, negative = inhibition, %; AID 652054, 2013; 360,000 compounds, 2.5% hits; D3R cells, DiscoveRx beta-arrestin luminescence, antagonist mode; active compounds read low; in the data active = max response below about -50%; inconclusive = no clear call, values can overlap the other calls; also: % is scaled to controls: 0 for no effect and ±100 for the full control effect; mostly tested at two doses, the higher about 12 µM
Target sequence (P35462 whole entry, looked up): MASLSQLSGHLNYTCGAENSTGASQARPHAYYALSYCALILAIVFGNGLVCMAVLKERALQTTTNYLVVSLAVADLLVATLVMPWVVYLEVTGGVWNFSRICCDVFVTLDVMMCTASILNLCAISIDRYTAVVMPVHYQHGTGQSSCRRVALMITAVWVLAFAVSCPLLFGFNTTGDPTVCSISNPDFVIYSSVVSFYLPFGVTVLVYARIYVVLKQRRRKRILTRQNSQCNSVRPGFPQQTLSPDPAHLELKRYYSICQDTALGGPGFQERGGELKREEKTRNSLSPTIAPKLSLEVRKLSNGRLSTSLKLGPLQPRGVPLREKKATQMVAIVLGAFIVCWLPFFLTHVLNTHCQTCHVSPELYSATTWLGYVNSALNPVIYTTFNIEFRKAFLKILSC
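Cells plated overnight at 1500 cells/well, then exposed to library compounds with dopamine controls for 90 minutes at 37 degrees C. DiscoveRx reagent added for 30–60 minutes at room temperature; luminescence read, quantitative HTS format.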
PTHR1 ag – qHTS for PTHR1 Agonists: Primary Screen. Parathyroid hormone/parathyroid hormone-related peptide receptor (Homo sapiens), Q03431. HEK293 GP2 PTHR1 cells, GloSensor cAMP luminescence, 1 h. Potency, µM (top dose mostly 115 µM), inactives show top-dose activation, hits mostly activators. 410,000 compounds, 0.075% hits. AID 743266, 2014; also: potency is read from the fitted curve at half-maximal effect; nearly all actives have a fitted effect of over 55% in size; some results filed as inactive show a strong effect at the top dose; inactives centre near -15; many of its hits are not listed in these tables
Target sequence (Q03431 whole entry, looked up): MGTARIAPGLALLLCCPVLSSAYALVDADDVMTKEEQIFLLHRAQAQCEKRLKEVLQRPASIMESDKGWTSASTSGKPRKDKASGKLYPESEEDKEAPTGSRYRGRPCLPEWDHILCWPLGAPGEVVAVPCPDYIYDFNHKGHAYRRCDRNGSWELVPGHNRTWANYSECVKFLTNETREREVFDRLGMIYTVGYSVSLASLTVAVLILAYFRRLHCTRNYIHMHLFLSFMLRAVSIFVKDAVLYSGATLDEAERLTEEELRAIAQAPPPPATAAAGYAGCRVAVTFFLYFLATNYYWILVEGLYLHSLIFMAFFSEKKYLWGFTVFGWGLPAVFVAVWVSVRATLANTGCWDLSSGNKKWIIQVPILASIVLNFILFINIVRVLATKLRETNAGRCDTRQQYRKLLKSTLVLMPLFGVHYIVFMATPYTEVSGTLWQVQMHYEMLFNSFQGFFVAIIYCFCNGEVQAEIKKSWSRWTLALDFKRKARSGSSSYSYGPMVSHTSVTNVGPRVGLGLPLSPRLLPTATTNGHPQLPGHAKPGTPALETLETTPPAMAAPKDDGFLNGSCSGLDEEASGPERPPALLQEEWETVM
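HEK-293-derived GP2 cells expressing PTHR1 and a GloSensor cAMP reporter, 3,000/well, plated overnight, given luciferin plus IBMX (each 0.5 mM as added) for 1 h at 37 °C, then compound for 1 h at 37 °C. Luminescence was read after 15 min at room temperature.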
aSyn yeast inh – qHTS of alpha-syn Inhibitors. AID 652106, 2013. Yeast expressing alpha-synuclein, growth rescue, BacTiter-Glo, 24 h. 370,000 compounds, 0.14% hits. Potency, µM (highest dose often 46.1 µM), inactives show at the highest dose growth rescue (activation), most hits filed as activators; also: potency is read from the fitted curve at half-maximal effect; % of control where 0% means no effect; nearly all actives have a fitted effect of over 65% in size
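Galactose-induced alpha-syn yeast (OD600=0.02, raffinose-pregrown) + pinned cpd, 24 hr, 30 deg C; growth by BacTiter-Glo luminescence. Growth restoration scores as activation.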
Akt phos inh – HTS Assay for Inhibitors of Akt Phophorylation: Primary Screen | activity change, % for hits at 50 µM | Neuro2A IGF-stimulated pAkt S473 HTRF, 20 min; active compounds read low | 360,000 compounds, 0.32% hits | AID 651550, 2012; in the data active = activity change below about -80%; inconclusive = mostly about -51% to -80%; also: % is scaled to controls: 0 for no effect and ±100 for the full control effect
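Neuro2A cells (4,500/well, DMEM with 0.5% FBS) were treated with compound at a single 50 µM final concentration, stimulated with 6 nM IGF for 20 min at 37 °C, and lysed. Phospho-Akt Ser473 was read by HTRF as 665/615 ratio ×10^4.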
TDP43 rescue – qHTS of TDP-43 Inhibitors | 410,000 compounds, 1.8% hits | TDP-43 expressing yeast growth rescue, BacTiter-Glo, 24 h | Potency, µM (doses to about 46.1 µM), inactives show top-dose growth rescue (activation), usual class: activators; also: potency is read from the fitted curve at half-maximal effect; % of control where 0% means no effect; nearly all actives have a fitted effect of over 50% in size
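Galactose-induced TDP-43 yeast, OD600=0.02, compound pinned; 24 hr, 30 deg C; BacTiter-Glo luminescence for growth. Inhibitors of TDP-43 toxicity read as activators.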
Abeta rescue – qHTS for compounds that reverse cellular toxicity of Amyloid beta (A-beta) peptide in yeast: Primary Screen; Potency, µM (doses to about 46.1 µM), without a hit: top-dose growth rescue, most hits filed as activators; 410,000 compounds, 0.063% hits; yeast expressing A-beta42, growth rescue, OD600, 48 h; response scale: 0% DMSO, 100% iron-clioquinol control; also: potency is read from the fitted curve at half-maximal effect; nearly all actives have a fitted effect of over 55% in size
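Yeast growth medium received pinned compounds, then yeast cells expressing toxic A-beta were added; plates incubated at 30 C for 48 hr. Growth read as absorbance at 600 nm, normalized to DMSO and equimolar FeCl3 plus clioquinol controls.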
Starred values were filed as active, the others as inactive; i = inactive; ? = inconclusive; · = no result given; [ ] = remark or other dose. Unless noted, calls follow the shape of the dose curve; as a rule, active = well fitted curve in the direction sought with a large enough effect; inconclusive = small, poorly fitted or top-dose-only effect, or another doubt; inactive = no such curve, though single readings can be large; an effect the other way counts as inactive or inconclusive. These rows are one share of the data. The share of hits here may be higher or lower than overall.

SMILES	GLP-1R agonist	FUS suppressor	GLP-1R inv ag	DRD3 antagonist	PTHR1 ag	aSyn yeast inh	Akt phos inh	TDP43 rescue	Abeta rescue
O=C(C1=C(O)C(=O)N(CCN2CCOCC2)C1c1ccc(F)cc1)c1cccs1 (configuration not stated)	-5%	14%	10%	1	-6%	-4%	i	6%	3%
Cc1ccccc1Nc1ccc2nonc2c1[N+](=O)[O-]	4%	-22%	-1%	-4	-11%	-1%	i	-8%	6%
COc1ccccc1CC(NC(C)=O)C(=O)NC1CCN(C(=O)c2ccc([N+](=O)[O-])cc2)CC1 (configuration not stated)	1%	-1%	19%	8	i	6%	i	19%	10%
Cc1ccc(NC(=O)CCN2CC(C)OC(C)C2)cc1 (configuration not stated)	-1%	-27%	6%	18	0%	1%	i	0%	8%
O=C(O)c1ccc(/C=N/NC(=O)c2cc(-c3ccc4c5c(cccc35)CC4)n[nH]2)cc1	5%	33%	34%[activator]	19	-10%	0%	i	-7%[9.22 µM]	-9%
CCOCCCNC(=O)C1CCC(CNS(=O)(=O)c2cccc3nsnc23)CC1 (configuration not stated)	-6%	19%	29%	-3	i	-11%	i	-7%	-10%
Cc1ccc(NC(=O)C2CCN(S(=O)(=O)c3ccc(F)cc3)CC2)cc1	-10%	12%	0%	5	-35%[inhibitor]	1%	i	26%	2%
CCNC(=O)CN(c1ccccc1OC)S(=O)(=O)c1cccs1	1%	24%	5%	11	i	-2%	i	12%	1%
C#CCNC(=O)/C=C/c1ccc(C)cc1	-4%	-11%	10%	5	-4%	1%	i	-6%	-17%
Cn1ccs/c1=N\S(=O)(=O)c1ccc(Br)cc1	16%	10%	-1%	-5	-5%[57.5 µM]	4%	i	8%	7%
CC(=O)NCCCc1nc2ccccc2n1Cc1c(F)cccc1Cl	20%	2%	4%	-4	-11%	-4%	i	-20%	6%
CCCOc1ccc(/C(O)=C2\C(=O)C(=O)N(CCCOC)C23C(=O)N(C)c2ccccc23)cc1 (configuration not stated)	-15%	15%	-14%	9	?	2%	i	9%	15%
CS(=O)(=O)c1ccc2nc(NC(=O)c3cc(-c4ccccc4)nn3-c3ccccc3)sc2c1	6%	31%	16%	18	-4%	7%	i	13%	10%
CC(C)CN(C(=O)CN1C(=O)NC(c2ccccc2)(c2ccccc2)C1=O)C1CCS(=O)(=O)C1 (configuration not stated)	13%	·	-26%	0	i	6%	i	9%	11%
COCC(C)n1c(SCC(=O)N(C)C2CCS(=O)(=O)C2)nc2ccccc2c1=O (configuration not stated)	0%	2%	0%[7.66 µM]	6	i	-1%	i	9%	1%
Cc1cc(C(=O)CSc2nnc(Nc3ccccc3)s2)c(C)n1CC1CCCO1 (configuration not stated)	8%	?	?	-12	-28%	-13%	i	2%	7%
CCOC(=O)N1CCC(NC(=O)c2cc(C(=O)Nc3ccc(OC)c(OC)c3)ccc2CO)CC1	1%	29%	17%	-5	i	-3%	i	-12%	-2%
CC(=O)Nc1cc2nc(C)n(Cc3ccccc3)c2nc1C	5%	-3%	14%	19	i	-1%	i	-8%	-17%
O=C(Nc1cccc(C(F)(F)F)c1)c1cc(Br)cc2c1OCC2	9%	-4%	-18%	20	i	0%	i	-2%	-1%
CCOC(=O)c1c(C)[nH]c(C)c1S(=O)(=O)N1CCN(c2ccc([N+](=O)[O-])cc2)CC1	17%	-15%	40%[activator]	-23	-74%[inhibitor]	-9%	i	-1%	·
Cc1ccc2c(c1)N(CC(=O)N1CCCCCC1)C(=O)C(C)O2 (configuration not stated)	8%	10%	10%	4	i	6%	i	-9%	19%
O=C(COC(=O)C(Cc1c[nH]c2ccccc12)NC(=O)c1ccc(Cl)cc1)c1ccc(Cl)cc1 (configuration not stated)	·	?	?	·	-5%	·	·	4%	8%
CC1CCCC(n2c(=S)[nH]c3ccccc3c2=O)C1C (configuration not stated)	-13%	19%	?	19	-35%[inhibitor]	7%	?	?	2%
CS(=O)(=O)N(CC(=O)N1CCN(c2ccccc2)CC1)c1ccc(Cl)c(C(F)(F)F)c1	-13%	44%	-28%	10	-26%	22%	i	?	3%
CCOC(=O)CSC1=NN2CCS(=O)(=O)N=C2S1	0%	17%	9%	2	i	-1%	i	-14%	-13%

Next part.
SMILES	GLP-1R agonist	FUS suppressor	GLP-1R inv ag	DRD3 antagonist	PTHR1 ag	aSyn yeast inh	Akt phos inh	TDP43 rescue	Abeta rescue
O=C1CCC(C(=O)Nc2ccc(Cl)cc2)N1 (configuration not stated)	-5%	-13%	?	17	i	4%	i	1%	10%
COc1ccc(-c2nc(NC(=O)Cn3cnnn3)sc2C)cc1	6%	-24%	3%	4	-17%	-13%	i	25%	7%
CC(C)CC(=O)N1CCN(S(=O)(=O)c2ccc3ccccc3c2)CC1	4%	18%	0%	0	-28%[57.5 µM]	1%	i	?	-6%
O=C(COC(=O)c1ccccc1)NCCCCc1ccccc1	-1%	0%	-18%	-13	0%	4%	i	?	6%
O=C(Nc1ccccc1OC(=O)c1ccccc1)c1ccccc1	-1%	-5%	?	-6	-19%	-18%	i	?	-25%
COc1ccc(C(CNC(=O)c2cc(S(=O)(=O)N3CCN(c4ccccc4)CC3)ccc2Cl)N(C)C)cc1 (configuration not stated)	-2%	11%	10µM*	-9	-37%[inhibitor]	2%	i	-7%	-16%
COc1ccc(C(CNC(=O)c2cccc(S(=O)(=O)Nc3cccc(C)c3)c2)N2CCOCC2)cc1 (configuration not stated)	6%	·	-23%	-22	i	-5%	i	-14%	-10%
Cc1cc(C)cc(NC(=O)COC(=O)CN=C2NS(=O)(=O)c3ccccc32)c1	-14%	-25%	4%	-5	i	-2%	i	-15%	1%
Cc1cccc(CN2CCN(CC(=O)NCc3cccs3)C2=O)c1	-8%	0%	-9%	-19	i	1%	i	-18%	0%
O=C(O)c1ccc2noc(-c3ccccc3)c2c1	-1%	29%	-7%	-25	i	10%	i	?	12%
COc1ccc(/C=N/NC(=O)c2[nH]c(C)c(C(=O)N/N=C/c3ccc(OC)cc3)c2C)cc1	-7%	·	1%	20	-34%[inhibitor]	-6%	i	3%	2%
COc1ccccc1CN(CC(=O)NCc1ccc2c(c1)OCO2)C(=O)c1csnn1	8%	10%	-8%	5	i	3%	i	7%	12%
CCC1CCC(c2nnc(-c3ccc(Br)cc3)o2)CC1 (configuration not stated)	1%	·	0%	-21	-21%	1%	i	26%	19%
COc1ccc(N2CC(NC(=O)c3cc4ccccc4o3)CC2=O)cc1OC (configuration not stated)	0%	25%	8%	·	1%	·	·	12%	-10%
COc1cc2c(cc1OC)CN(C(=O)C1CCCN(C(=O)c3ccc(Cl)cc3)C1)CC2 (configuration not stated)	4%	16%	8%	2	-22%	5%	i	9%	-10%
Cn1c(=O)[nH]c(=O)c2c1nc(NCCN)n2CCOc1ccccc1	0%	29%	11%	4	i	0%	i	-14%	-7%
CCCCN(C(=O)c1ccc(S(=O)(=O)N2CCCCC2)cc1)C1CCS(=O)(=O)C1 (configuration not stated)	-3%	27%	5%	0	?	-4%	i	-10%	-15%
Cn1cccc1/C=N/N1CCN(Cc2ccc(Cl)cc2)CC1	13%	22%	?	-27	-27%	-4%	i	-19%[1.82 µM]	17%
O=C(OCc1cccc(Cl)c1)c1cc(S(=O)(=O)N2CCCCC2)ccc1N1CCOCC1	2%	26%	?	-9	i	-4%	i	-14%	18%
Cn1c(=N)n(CC(=O)c2ccc(Cl)c(Cl)c2)c2ccccc21	-8%	15%	7.1µM*	15	-91%[inhibitor]	6%	i	22%	3%
Clc1ccc(-c2nc3ncccn3c2Nc2ccc3c(c2)OCO3)cc1	0%	-28%	9%	-8	-15%	0%	i	19%	-3%
COc1cc(Cl)c(C)cc1NC(=O)c1sc2nc3n(c(=O)c2c1C)CCCCC3	·	-18%	8%	·	-21%	·	·	22%	-17%
O=C(CSc1nnc(-c2ccccc2)c(-c2ccccc2)n1)Nc1ccccc1Cl	·	28%	?	·	-46%[inhibitor]	·	·	13%	-9%
Nn1c(SCC(=O)Nc2ccc3c(c2)OCCO3)nnc(CCC(=O)O)c1=O	0%	10%	2%	2	-7%	10%	i	?	18%
Cc1cccc(OCCn2c(=O)n(C)c3ccccc32)c1	4%	8%	?	-22	-72%[inhibitor]	22µM*	i	?	3%
CCN(CC)C(=O)N1CCC(NC(=O)Cc2ccccc2)CC1	-3%	-1%	4%	-23	-4%	-4%	i	-10%	1%
COc1cc(C(=O)Oc2ccc3ccc(O)cc3c2)cc(OC)c1OC	10%	-6%	-22%	22	-43%[inhibitor]	-16%	i	26%	8%

Shown as a hit in aSyn yeast inh (from the list above):
molecule	GLP-1R agonist	FUS suppressor	GLP-1R inv ag	DRD3 antagonist	PTHR1 ag	aSyn yeast inh	Akt phos inh
Cc1cccc(OCCn2c(=O)n(C)c3ccccc32)c1	4%	8%	?	-22	-72%[inhibitor]	22µM*	i

Looked up above:
aSyn yeast inh, COc1ccc(C(CNC(=O)c2cccc(S(=O)(=O)Nc3cccc(C)c3)c2)N2CCOCC2)cc1 (configuration not stated) reads -5%
GLP-1R inv ag, Cn1c(=O)[nH]c(=O)c2c1nc(NCCN)n2CCOc1ccccc1 reads 11%
PTHR1 ag, COc1cc(C(=O)Oc2ccc3ccc(O)cc3c2)cc(OC)c1OC reads -43%[inhibitor]
